Rac1 wt GTP bind: wildtype Rac1 GTP binding modulators, primary screen, biochemical, GST-Rac1 beads, flow cytometry, multiplex; Ras-related C3 botulinum toxin substrate 1 (Homo sapiens), P63000; fluorescent GTP binding; actives lie on both sides; 0 = cold GTP competed, 100 = untreated; GTP binding activity (% of control), % at 10 µM; 190,000 tested, 0.27% active; AID 757, 2007;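 active = GTP binding activity at least 20 points away from the 100% control level, either lower or higher; inconclusive = compound flagged as likely green fluorescent, judged across all proteins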
Rac1 act GTP bind: GTP binding modulators of activated mutant Rac1, primary screen, biochemical, bead-based flow cytometry, multiplex, fluorescent GTP | Ras-related C3 botulinum toxin substrate 1 (Homo sapiens), P63000 | AID 764, 2007 | percent activity (GTP binding), % at 10 µM | GST-Rac1 activated beads; actives lie on both sides; 100% means binding = to untreated wells | 190,000 tested, 0.11% active;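 active = GTP binding at least 20 percentage points away from the 100% baseline, in either direction, so actives lie on both sides; inconclusive = Compound likely fluorescent itself, or too few beads counted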
Pf gamet viab: late stage P. falciparum gametocyte viability inhibitors, primary screen, ATP luminescence, HTS; P. falciparum stage V gametocytes, 24 h; inhibition, % at 10.9 µM; 150,000 tested, 0.065% active; AID 743093, 2013;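 active = inhibition above the mean plus 3 SD of compounds within the control limits, set per campaign, cut at about 38% in these data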;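 note: 0% = DMSO wells and 100% = medium only without gametocytes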
ABCB1 inh: ABCB1 efflux pump inhibitors, primary screen, cell-based, multiplex, flow cytometry, ABCG2 counter-screen. ATP-dependent translocase ABCB1 (Homo sapiens), P08183. CCRF-Adr cells, JC-1 efflux. inhibition, % at 6.6 µM. 190,000 tested, 0.067% active. AID 1326, 2008; in the data active = inhibition above about 40%;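 note: 0% = vehicle and 100% = reference inhibitor; higher value means more JC-1 retained so stronger ABCB1 efflux block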
HRas wt GTP: modulators of GTP binding to HRas wildtype, primary screen, biochemical, bead-based flow cytometry, multiplex. 190,000 tested, 0.14% active. GTP binding activity, % at 10 µM. AID 759, 2007. GST-Ras wt beads, Bodipy-FL-GTP binding; actives lie on both sides;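 active = GTP binding activity at least 20% away from the 100% baseline, either lowered as inhibitor or raised as activator; inconclusive = flagged as likely green fluorescent, judged across all proteins in the well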;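 note: 0% = unlabeled GTP competition control and 100% = no-compound control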
Target sequence (P01112 whole entry, looked up): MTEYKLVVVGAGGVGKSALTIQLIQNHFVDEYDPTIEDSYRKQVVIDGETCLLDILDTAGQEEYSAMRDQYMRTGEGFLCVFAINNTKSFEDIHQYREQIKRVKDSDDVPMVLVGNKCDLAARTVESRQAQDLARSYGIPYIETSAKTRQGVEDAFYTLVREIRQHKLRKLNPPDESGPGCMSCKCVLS
GSH bead fluor: compound fluorescence on glutathione beads, profiling panel, artefact control, biophysical, 488/530 nm, flow cytometry; 190,000 tested, 0.25% active; GSH beads flow cytometry, compound fluorescence 488/530 nm; active compounds read high; fluorescence (KMESF) at 10 µM; in the data active = fluorescence above about 89;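 note: glutathione beads carrying GST-tagged Bcl family fusion proteins plus one bare bead set; values are compound well signal with DMSO vehicle wells as background; inactives centre near 16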
Rab7 wt GTP bind: modulators of GTP binding to Rab7, primary screen, biochemical, wildtype, multiplex bead flow cytometry | AID 758, 2007 | GST-Rab7 beads, fluorescent GTP binding; actives lie on both sides; untreated = 100%, excess cold GTP = 0% | GTP binding activity (percent of control), % at 10 µM | 190,000 tested, 0.055% active;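 active = fluorescent GTP binding to Rab7 beads changed by at least 20 points from the 100% baseline, either direction, mostly lower; inconclusive = compound itself probably fluorescent, or too few beads counted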;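 note: median green fluorescence of bound Bodipy-FL-GTP per Rab7 bead population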
ABCG2 inh: ABCG2 efflux pump inhibitors, primary screen, multiplex with ABCB1, IgMXP3 cells, flow cytometry. Broad substrate specificity ATP-binding cassette transporter ABCG2 (Homo sapiens), Q9UNQ0. JC-1 efflux. inhibition, % at 6.6 µM. 190,000 tested, 0.1% active. AID 1325, 2008;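 active = inhibition above 80%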;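 note: 0% = DMSO and 100% = nicardipine control wells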
Target sequence (Q9UNQ0 whole entry, looked up): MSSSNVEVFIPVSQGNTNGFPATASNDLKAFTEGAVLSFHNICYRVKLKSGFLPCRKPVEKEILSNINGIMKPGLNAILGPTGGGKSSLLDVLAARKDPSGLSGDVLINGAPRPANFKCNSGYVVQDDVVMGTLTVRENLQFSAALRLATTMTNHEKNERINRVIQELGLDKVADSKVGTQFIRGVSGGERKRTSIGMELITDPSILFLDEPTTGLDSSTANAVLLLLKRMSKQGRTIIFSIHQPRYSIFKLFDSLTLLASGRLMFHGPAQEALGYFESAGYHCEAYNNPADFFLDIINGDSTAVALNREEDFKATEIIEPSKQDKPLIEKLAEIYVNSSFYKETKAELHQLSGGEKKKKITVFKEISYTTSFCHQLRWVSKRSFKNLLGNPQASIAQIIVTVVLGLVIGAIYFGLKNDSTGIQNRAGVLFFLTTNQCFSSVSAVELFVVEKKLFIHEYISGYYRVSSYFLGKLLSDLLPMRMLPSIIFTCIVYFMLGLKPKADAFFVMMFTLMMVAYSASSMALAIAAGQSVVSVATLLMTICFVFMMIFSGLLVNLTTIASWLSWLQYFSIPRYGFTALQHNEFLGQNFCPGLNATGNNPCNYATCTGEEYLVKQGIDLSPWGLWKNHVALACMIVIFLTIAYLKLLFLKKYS
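Assay system – ABCG2 IgMXP3 and barcoded ABCB1 CCRF-Adr cell mix · Input – 3 million cells/mL in well · Reagent – JC-1 fluorescent substrate · Compound – single test compound dose, 6.6 µM final · Timing – 10 min exposure at 25 °C with rotation, no wash · Detection – flow cytometry of retained JC-1 fluorescence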
Cdc42 wt GTP: modulators of GTP binding to wildtype Cdc42, primary screen, biochemical, multiplex bead flow cytometry, Bodipy-GTP | Cell division control protein 42 homolog (Homo sapiens), P60953 | GST-Cdc42 beads; actives lie on both sides | percent activity (GTP binding), % at 10 µM | 190,000 tested, 0.2% active;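 active = percent activity GTP binding at least 20 points away from the 100% baseline, either down as inhibitor or up as activator; inconclusive = compound flagged as likely green fluorescent from well-wide comparison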;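 note: median bead fluorescence of bound Bodipy-FL-GTP at 100 nM; 0% = excess unlabeled GTP control and 100% = no compound control; below 100% means less GTP binding so inhibitor and above means activator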
Target sequence (P60953 whole entry, looked up): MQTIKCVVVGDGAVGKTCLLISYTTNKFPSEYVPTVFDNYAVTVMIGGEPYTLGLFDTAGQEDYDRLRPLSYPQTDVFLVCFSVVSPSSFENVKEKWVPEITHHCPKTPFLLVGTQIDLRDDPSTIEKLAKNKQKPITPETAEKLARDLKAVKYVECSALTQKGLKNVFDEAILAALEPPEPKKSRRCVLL
Avidin bead fluor: green autofluorescence of compounds with avidin beads – biophysical, 488/530 nm, flow cytometry, artefact control, profiling panel; fluorescence (KMESF) at 10 µM; 220,000 tested, 0.38% active; compound fluorescence 488/530 nm; active compounds read high; in the data active = fluorescence above about 47; note: inactives centre near 10
Rab2A wt mod: modulators of GTP binding to Rab2A wildtype, primary screen, biochemical, dog, bead-based flow cytometry, multiplex; Ras-related protein Rab-2A (Canis lupus familiaris), P61105; GST-Rab2 wt beads, Bodipy-GTP binding; GTP binding activity, % at 10 µM; 190,000 tested, 0.19% active; AID 760, 2007;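 active = GTP binding activity at least 20 points away from 100%, either lowered or raised; inconclusive = signal likely due to the compound's own green fluorescence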;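 note: 0% = beads with excess unlabeled GTP and 100% = no-compound control corrected for plate trend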
* = called active by the depositor; ? = inconclusive; / = no result given.

SMILES	Rac1 wt GTP bind	Rac1 act GTP bind	Pf gamet viab	ABCB1 inh	HRas wt GTP	GSH bead fluor	Rab7 wt GTP bind	ABCG2 inh	Cdc42 wt GTP	Avidin bead fluor	Rab2A wt mod
COC(=O)c1nc2nc(C)cc(=O)n2[nH]1	100	96	/	0.1	98	57	95	1	94	5	97
Nc1cc(=O)[nH]c(SCC(=O)N2N=C(c3ccc(Cl)cc3)CC2c2ccco2)n1 (stereo not given)	98	94	-13	0.3	94	14	94	-1	94	14	90
COc1cc(C(=O)Nc2cccc(-c3nc4ccccc4o3)c2C)cc(OC)c1OC	100	98	/	7.2	98	45	100	26	98	14	96
CC(C)CNc1cc(=O)n(C)c(=O)n1C	103	101	/	1.4	103	36	99	6	104	13	102
Cc1nc2cc(-c3cccc(F)c3)nn2c(C)c1CCC(=O)NC(C)c1ccc2c(c1)OCCO2 (stereo not given)	100	98	/	0.9	101	13	99	22	100	6	97
S=C(NCc1ccncc1)NC1CCCC1	92	95	15	-1.1	95	13	105	-3	93	9	98
COc1ccc(Cn2c(CCC(=O)N3CCN(c4ccccn4)CC3)nc3ncccc3c2=O)cc1	100	95	/	1.7	99	12	98	3	99	35	98
COc1ccc(S(=O)(=O)Nc2ccccc2C(=O)NCc2ccco2)cc1Br	98	98	-15	-0.2	98	15	99	-1	100	33	100
O=c1[nH]c2ccccc2c(=O)n1Cc1ccco1	95	96	/	-0.1	96	49	97	3	97	7	95
COc1ccc(NC(=O)CSc2c3c(nc4ccccc24)CCC3)c(OC)c1	105	100	-7	1.5	101	8	99	13	101	4	100
O=C(Cn1nnc(-c2ccc(Cl)cc2)n1)NCc1ccco1	98	94	6	0.4	98	12	109	4	96	6	99
CC(=O)Oc1cccc(N2C(=O)c3ccc(C(=O)Nc4c[nH]c(=O)[nH]c4=O)cc3C2=O)c1	105	98	/	0.8	101	12	111	1	99	9	98
CCc1nnc(NC(=O)CSc2nnc(Cc3ccccc3)n2-c2ccc(OC)cc2)s1	103	97	/	0.0	99	15	100	0	103	23	98
CCn1cc(Br)c(C(=O)Nc2nccs2)n1	96	98	-12	0.2	96	15	93	2	99	6	94
Cc1cccc(NC(=O)c2cnc3sccn3c2=O)c1	95	94	/	0.7	93	19	95	9	94	9	96
CCOC(=O)c1cc(=O)cc(C(=O)OCC)o1	100	100	-17	1.0	98	21	95	4	101	17	97
Cc1cc(NC(=O)CSc2ccc(Cl)cc2)no1	102	99	5	0.7	99	16	100	3	98	7	101
CCN(CC)C(=O)C1CCCN(C(=O)Nc2ccc3nsnc3c2)C1 (stereo not given)	103	97	/	0.4	96	20	96	16	101	40	98
CCc1cc(C(=O)N/N=C/c2c(C)[nH]c3ccccc23)cs1	98	97	/	-0.2	96	10	95	1	99	1	97
CCOC(=O)c1ccccc1NC(=O)C=C(C)C	102	100	8	0.7	100	18	101	24	103	14	97
O=C(CCCn1c(=S)[nH]c2ccccc2c1=O)N1CCOCC1	106	103	/	0.2	107	63	98	1	109	14	108
CCOC(=O)C(=O)c1csc(NC(=O)COc2ccc(N(C)S(=O)(=O)c3ccc(F)cc3)cc2)n1	90	90	/	0.7	94	53	96	7	93	7	91
CC(C)(O)C#Cc1ccc(CN2CCCC(CO)(Cc3cccc(Cl)c3)C2)cc1 (stereo not given)	101	100	2	0.9	102	10	100	2	103	21	104
C1=CCC(CN2CCN(C3CCCCCC3)CC2)CC1 (stereo not given)	93	95	-8	-0.1	94	8	93	-1	97	11	96
CCC(=O)Nc1cccc(-c2nnc(-c3cccc(NC(=O)CC)c3)o2)c1	96	95	1	0.2	98	9	101	1	97	19	99
COc1ccccc1/C=C/C(=O)Oc1cccc2cccnc12	100	94	-6	0.3	98	10	105	6	95	8	99
CCOC(=O)N1CCN(Cc2ccccc2Cl)CC1	107	96	-13	-0.2	101	42	100	-1	100	8	95
CCN(c1ccccc1)S(=O)(=O)c1ccc(Cl)c(C(=O)O)c1	96	93	-6	0.8	94	11	95	1	96	10	96
N#C/C(=C\c1cc(Cl)cc(Cl)c1O)C(=O)NC1CCCCC1	102	96	/	1.6	102	11	104	3	102	15	102
Cc1cccc(NC(=S)NCCc2ccc(S(N)(=O)=O)cc2)c1C	106	102	/	-0.1	101	19	103	0	105	8	100
O=C(COc1ccc2c3c(c(=O)oc2c1)CCC3)NC1CCCCC1	96	95	9	0.8	93	24	95	6	93	22	93
COC(=O)c1ccc(CSc2nccn2C)cc1	102	98	/	0.8	99	24	101	6	101	12	99
O=[N+]([O-])c1ccc(CSc2ncnc3ccccc23)cc1	97	91	-39	1.8	98	13	104	12	94	13	96
N#Cc1nc(-c2ccccc2F)oc1N1CCCC1	103	98	/	0.1	100	45	100	1	101	35	98
Cc1cc(C)n(/N=C/c2cc(Cl)cc(Cl)c2O)c(=O)c1	87	87	31	0.3	89	14	97	11	87	10	89
COc1cc2c3c(c1)C1(C(=O)N3C(C)(C)C=C2C)C(C#N)=C(N)Oc2cc(O)ccc21 (stereo not given)	98	98	/	0.2	95	37	99	5	97	9	98
CCc1ccccc1-n1c(SCC(=O)N2CCCC2)nnc1-c1ccccn1	102	98	/	1.3	98	36	97	4	97	12	100
COc1ccc2[nH]c(C(=O)O)c(CCNC(C)=O)c2c1	?	?	/	0.6	?	12	?	2	?	32	?
O=C(O)c1ccc(Br)c(S(=O)(=O)N2CCCC2)c1	?	?	/	0.8	?	35	?	0	?	46	?
CCOc1cc(C2C(C(=O)N3CCCCC3)=C(C)NC3=C2C(=O)CC(C)(C)C3)ccc1O (stereo not given)	100	98	-8	0.5	100	8	98	1	98	13	100
COc1cccc(CN2CCN(C(=O)CC(C)C)CC2)c1	108	101	/	0.0	102	13	103	0	106	22	102
COc1cc(CN2CCN(c3cccc(C)c3C)CC2)cc(OC)c1O	101	99	-6	0.1	100	24	98	0	100	5	100
COc1ccc(OCCCN2CCCC(C)C2)cc1 (stereo not given)	101	98	/	0.3	102	7	104	2	102	10	101
O=C(c1ccc([N+](=O)[O-])cc1)N1CCN(C(=O)c2ccco2)CC1	96	92	12	-0.3	98	13	103	-2	95	8	99
COc1ccc(COc2ccccc2C(N)=O)cc1F	103	98	0	2.5	99	22	100	5	103	11	100
Cc1cc(C)c2c(-n3cccc3)nn(CC#N)c2n1	99	95	-12	0.5	99	20	96	2	98	8	95
CCCCCOc1ccc(Br)cc1/C(C)=N/NC1=NCCN1	108	100	/	-0.7	103	30	98	0	102	9	101
Cc1ccc(SCC(=O)NCCSCc2ccccc2)cc1	101	96	-8	-0.2	98	17	102	1	100	16	96
CC1(C)Cc2ccccc2C(N)=C1C#N	101	99	/	0.1	98	37	103	8	100	12	100
Cc1ccc(-n2cc(S(=O)(=O)c3ccc(C)cc3)[nH]c2=O)cc1	93	93	0	1.0	95	17	94	4	95	9	94
O=C(O)c1ccc(Nc2ncnc3scc(-c4ccccc4)c23)cc1	94	91	/	0.0	94	8	97	0	93	5	90
CCC1(C)N([O-])C(C)=C(c2ccccc2)[N+]1=O (stereo not given)	108	100	-13	0.1	102	31	99	0	103	11	103
CCN(CC)CCn1c(SCC(=O)NCCC2=CCCCC2)nc2c(sc3ccccc32)c1=O	90	94	-34	3.1	95	11	94	5	96	14	92
COc1ccc2nc3ccccc3nc2c1NC(=O)c1ccccc1Cl	94	94	/	0.6	95	18	102	2	93	6	96
CC(=O)/C(=N\Nc1ccc(C)cc1)N1CCOCC1	92	94	/	-0.3	96	30	94	-1	97	8	97
Cc1cc(C(=O)COC(=O)c2ccncc2)c(C)n1Cc1ccco1	99	96	16	0.6	100	16	108	4	95	8	100
Cc1cc(OCCCCN2C(=O)NC(C)(C)C2=O)ccc1[N+](=O)[O-]	96	93	12	0.8	98	19	96	12	94	9	92
COc1ccc(/C=C2\N=C(C)N(c3ccc4ccccc4c3)C2=O)cc1OC	?	?	-6	0.4	?	15	?	-3	?	18	?
COc1ccc(N(C(=O)Cn2nnc3ccccc32)C(C(=O)NC(C)(C)C)c2ccc(OC)c(O)c2)cc1 (stereo not given)	98	97	/	0.0	97	11	96	2	94	12	95
Cc1cc(C)nc(-n2nc(C)cc2NC(=O)CNCc2ccccc2)n1	109	99	/	21	102	28	103	46	102	11	102

Further results follow.
SMILES	Rac1 wt GTP bind	Rac1 act GTP bind	Pf gamet viab	ABCB1 inh	HRas wt GTP	GSH bead fluor	Rab7 wt GTP bind	ABCG2 inh	Cdc42 wt GTP	Avidin bead fluor	Rab2A wt mod
CCOC(=O)CC(=O)NC(CC(=O)OC)c1ccc(Br)cc1 (stereo not given)	102	99	5	0.1	99	15	98	0	98	11	100
O=C(c1ccccc1F)N1CCN(c2ccc([N+](=O)[O-])c(N3CCOCC3)c2)CC1	101	97	/	0.7	97	49	99	5	98	5	97
CCCC(=O)c1ccc(N2CCN(S(=O)(=O)c3ccc(C)cc3)CC2)c(F)c1	104	97	-21	1.5	99	24	100	7	102	24	100
Cc1ccccc1CN1C[C@@H]2C[C@@H](c3cnc(N4CCOCC4)s3)N3CCC[C@@]23C1=O	98	95	-1	-0.2	97	9	97	-1	96	5	96
COc1ccc2nc3oc(C(=O)NC4CCN(Cc5ccccc5)CC4)cc3cc2c1	99	96	-15	5.0	94	20	97	36	99	28	93
CCOCCCNC(=O)CCS(=O)(=O)Cc1ccc(C)cc1	112	102	6	0.5	101	27	103	3	105	13	104

Compound activity (PubChem)
